Screening results as filed in PubChem BioAssay.
bIAP act: bovine intestinal alkaline phosphatase activators, primary screen, biochemical, bovine IAP, CDP-star luminescence; alkaline phosphatase, intestinal [Bos taurus]; 200,000 tested, 0.17% active; activation factor at 20 µM; purified bovine IAP, 30 min; stronger effect = higher value; fold of DMSO-control signal, blank-subtracted;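 active = activation factor of 2 or more at 20 µM, a signal rise over negative controls twice the positive control's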
NF-kB expr up: activators of NF-kB expression in neurons, primary screen, cell-based, HTS. 190,000 tested, 1.6% active. fold change at 12.5 µM. human neuronal cells, NF-kB reporter expression; stronger effect = higher value. AID 1239, 2008; in the data active = fold change above about 3.3
TNAP inh no acc: human TNAP enzyme inhibitors, primary screen, biochemical, luminescent, no phosphate acceptor, uHTS; Alkaline phosphatase, tissue-nonspecific isozyme (Homo sapiens), P05186; purified TNAP, CDP-star luminescence, 30 min; inhibition, % at 20 µM; 200,000 tested, 0.26% active; AID 1012, 2008;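 active = tissue-nonspecific alkaline phosphatase inhibition above about 50% at 20 µM in the single-dose screen, limit read from the data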;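 also: 0% = DMSO negative control and 100% = EDTA positive control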
Target sequence (P05186 whole entry, looked up): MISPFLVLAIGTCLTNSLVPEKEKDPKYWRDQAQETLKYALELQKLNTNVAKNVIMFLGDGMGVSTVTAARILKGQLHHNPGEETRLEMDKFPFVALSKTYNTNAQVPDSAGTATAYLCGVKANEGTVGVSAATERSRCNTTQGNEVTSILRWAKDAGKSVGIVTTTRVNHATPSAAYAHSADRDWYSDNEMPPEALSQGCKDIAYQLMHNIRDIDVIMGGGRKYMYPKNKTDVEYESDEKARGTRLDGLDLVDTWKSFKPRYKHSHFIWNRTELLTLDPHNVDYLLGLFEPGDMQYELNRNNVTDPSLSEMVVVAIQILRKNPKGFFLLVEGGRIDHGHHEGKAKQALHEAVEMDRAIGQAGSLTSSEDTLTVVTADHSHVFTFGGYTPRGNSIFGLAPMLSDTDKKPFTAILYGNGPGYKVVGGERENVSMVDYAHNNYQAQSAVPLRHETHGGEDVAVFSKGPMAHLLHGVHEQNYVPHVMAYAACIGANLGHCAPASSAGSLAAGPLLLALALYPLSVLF
FLuc stim CS: FLuc activators, initial screening, artefact control for FLuc-dependent activation tests, biochemical, ATPlite luminescence; activation factor at 10 µM; Luciferin 4-monooxygenase (Photinus pyralis), P08659; 200,000 tested, under 10 active; AID 1027, 2008; ATPlite luciferase biochemical, 10 min; 0 = ATP-free wells, 1 = DMSO control;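 active = luciferase activation factor, scaled between plate controls, of at least 2 with compound at 10 µM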
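Material: luciferase plus luciferin reagent, cell-free. Medium: PBS buffer for ATP. Also added: ATP substrate, dispensed from a 10.24 µM working solution in PBS. Doses: test compounds dosed from 2 mM stocks in 100% DMSO. Incubation: 10 min post-reagent at room temperature. Technique: light output (luminescence). Read-out basis: luminescence gain marking luciferase activators.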
TNAP inh hi DEA: human TNAP enzyme inhibitors, primary screen, biochemical, luminescent, high phosphate acceptor level, uHTS; 200,000 tested, 0.03% active; purified TNAP, CDP-star luminescence, 1 M DEA; inhibition, % at 20 µM;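 active = over 50% inhibition of tissue-nonspecific alkaline phosphatase at 20 µM in the single-dose screen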;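 also: plate controls were DMSO wells for no effect and EDTA-quenched wells as full inhibition for full effect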
TNAP act hi DEA: TNAP activators at high phosphate acceptor level, primary screen, biochemical, luminescence, uHTS. purified TNAP, CDP-star luminescence, 1 M DEA, 30 min; stronger effect = higher value; 0 = EDTA background, 1 = DMSO-only activity. activation factor at 20 µM. 200,000 tested, under 10 active. AID 1136, 2008;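 active = activation factor at least 2 at 20 µM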
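Dosing: 20 µM single point. System: human TNAP. Amount: TNAP 1/800 final. Incubation: 30 min, room temperature. Read-out: TNAP activation factor scaled between EDTA and DMSO control wells. Signal: luminescence from CDP-star hydrolysis. Medium: 1 M DEA, pH 9.8, Mg2+, Zn2+. Control set: EDTA negative control, DMSO positive control.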
FLuc inhib CS: firefly luciferase enzyme inhibitors, primary screen, artefact control for luciferase-based inhibitor screens, biochemical, luminescence, ATPLite | Luciferin 4-monooxygenase (Photinus pyralis), P08659 | 10 min | inhibition, % at 10 µM | 200,000 tested, 1.5% active | AID 1006, 2008;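 active = inhibition above about 50% when tested at 10 µM, limit read from the data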
APP 5'UTR act: activators of APP 5'UTR luciferase reporter, primary screen, SH-SY5Y cells; SH-SY5Y APP 5'UTR luciferase reporter, luminescence; zero percent = DMSO vehicle wells; activation, % at 2 µM; 190,000 tested, 1% active;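 active = activation above a set limit, based on mean plus 3 SD of controls, cut at about 140% in these data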; also: values of inactives mirror those of a sister screen read the other way
PMI act: activators of human PMI, primary screen, biochemical, fluorescence intensity, near-Km mannose 6-phosphate; Mannose-6-phosphate isomerase (Homo sapiens), P34949; purified human PMI, coupled resazurin fluorescence, 20 min; stronger effect = higher value; 1 = vehicle control, 0 substrate-free wells; activation factor at 20 µM; 190,000 tested, 0.005% active;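 active = activation factor of 2 or more at 20 µM, relative to plate controls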
Target sequence (P34949 whole entry, looked up): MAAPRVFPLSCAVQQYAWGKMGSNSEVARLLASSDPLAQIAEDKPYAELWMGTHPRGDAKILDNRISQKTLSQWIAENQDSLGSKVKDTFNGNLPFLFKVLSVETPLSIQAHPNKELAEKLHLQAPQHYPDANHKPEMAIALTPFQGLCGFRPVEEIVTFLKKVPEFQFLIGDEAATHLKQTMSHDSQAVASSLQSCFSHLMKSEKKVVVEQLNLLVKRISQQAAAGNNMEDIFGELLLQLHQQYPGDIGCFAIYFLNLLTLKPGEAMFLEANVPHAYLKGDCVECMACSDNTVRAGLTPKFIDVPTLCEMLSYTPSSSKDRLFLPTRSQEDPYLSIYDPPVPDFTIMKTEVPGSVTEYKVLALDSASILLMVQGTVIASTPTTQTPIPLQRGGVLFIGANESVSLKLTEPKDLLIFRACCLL
PMI act satM6P: human PMI activators, high substrate, primary screen, biochemical, fluorescence intensity, near-saturating mannose 6-phosphate; coupled PMI enzyme assay, resazurin fluorescence, 20 min; stronger effect = higher value; 1 = untreated enzyme, 0 = substrate-free blank; activation factor at 20 µM; Mannose-6-phosphate isomerase (Homo sapiens), P34949; 190,000 tested, 0.34% active; AID 1216, 2008;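 active = activation factor of 2 or more at 20 µM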
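Test system: human PMI in coupled enzyme assay; Input: PMI at 15 ng/mL final; Medium: HEPES buffer, pH 7.4; Schedule: 20 min incubation at room temperature; Technique: resorufin fluorescence at Ex 544/Em 590 nm; Compound: 20 µM single dose; Probe or stimulus: Near-saturating mannose-6-phosphate, 1.0 mM.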
* hit, by the source's call; x = no result given; & = joins results of further samples. Only part of the results is shown; rates above refer to the full screens.

entry | mol | bIAP act | NF-kB expr up | TNAP inh no acc | FLuc stim CS | TNAP inh hi DEA
1 | CCCCn1c(O)c(C(CC)=Nc2ccc(C(=O)O)cc2)c(=O)[nH]c1=O | 1 | 1.1 | -7 | 1.1 | 0
2 | COc1ccc(CN2CCN(C(=O)Cc3ccccc3)CC2)c(OC)c1 | 1 | 1 | -8 | 1 | -4
3 | CC1(C)CC(n2[nH]c(=O)c3c2NC(=O)CSC3c2ccccc2)CCO1 (stereo not given) | 1 | 1.1 | 1 | 1.1 | -5
4 | O=C1NC(=S)N(c2ccccc2)C(=O)C1C(c1ccncc1)C1C(=O)NC(=S)N(c2ccccc2)C1=O (stereo not given) | 1 | 1.4 | -14 | 1 | 1
5 | CNCC1(c2ccccc2)CCCC1 | 1 | 1.2 | -9 | 1 | -3
6 | CC(CO)(CO)N=Cc1c(O)n(-c2cccc3ccccc23)c(=O)[nH]c1=O | 1 | 1.2 | -10 | 1.1 | -2
7 | CC(C)=CCOc1c2occc2cc2ccc(=O)oc12 | 1 | 2 | -4 | 1 | -2
8 | C(=NC12CN3CN(CN(C3)C1)C2)c1cccs1 | 1 | 1.2 | 0 | 1.1 | -6
9 | Cc1ccc2c(c1)N(N=O)CCC2 | 1.1 | 1.3 | -9 | 1 | -5
10 | CCN(CC)C(=O)c1ccc(NC(=O)Cn2nc(C)c3ccccc3c2=O)cc1 | 1 | 0.82 | -9 | 1 | -3
11 | COc1ccccc1N1CCN(Cc2ccccc2Cl)CC1 | 0.9 | 1.3 | -14 | 1.1 | 3
12 | CCCCCCCSc1cc(OC)c(CCNC)cc1OC | 1 | 0.79 | -1 | 1.1 | -6

entry | TNAP act hi DEA | FLuc inhib CS | APP 5'UTR act | PMI act | PMI act satM6P
1 | 1 | -7 | -2 | 1.4 | 1.3
2 | 1 | -4 | -1 | 1.2 | 1.3
3 | 1.1 | -12 | -1 | 1.1 | 1
4 | 1 | -2 | -4 | 1.4 | 1.3
5 | 1 | -3 | 31 | 1 | 0.9
6 | 1 | -8 | 5 | 1 | 1.1
7 | 1 | -4 | -5 | 0.9 | 0.8
8 | 1.1 | -7 | -1 | 1.1 | 1.1
9 | 1.1 | 0 | 2 | 1 | 0.9
10 | 1 | 1 | 16 | 0.8 | 0.9
11 | 1 | -7 | -3 | 0.6 | 0.7
12 | 1.1 | -9 | 2 | 1.1 | 1.1

(more compounds)
entry | mol | bIAP act | NF-kB expr up | TNAP inh no acc | FLuc stim CS | TNAP inh hi DEA
13 | N=C1c2ccccc2CN1c1cccc([N+](=O)[O-])c1 | 1.1 | 1.2 | -8 | 1 | -4
14 | Cc1cccc(N2C(=O)CC(=O)NC2=O)c1 | 1 | 1.3 | -13 | 1 | -4
15 | N#CC1(c2ccccc2)CCN(C2CC(=O)N(c3ccc4c(c3)OCO4)C2=O)CC1 (stereo not given) | 1 | 1.1 | 2 | 1.1 | 0
16 | COC(=O)C(c1ccccc1)N1CCCCCC1 (stereo not given) | 1 | 1.1 | -13 | 1 | -4
17 | Fc1ccc2c(c1)nnn2C1CCN(Cc2nnnn2C2CCCCC2)CC1 | 1.1 | 0.84 | -12 | 1 | -4
18 | CC(C)OP(=O)(OC(C)C)C(O)c1ccc(Br)cc1 (stereo not given) | 0.9 | 0.98 | 3 | 1 | 4
19 | COc1ccc(Cl)cc1NC1=NCC(C)S1 (stereo not given) | 0.8 | 0.96 | -7 | 1 | -1
20 | CCc1nnc(NS(=O)(=O)c2ccc(N=Cc3c(O)n(-c4ccccc4)c(=O)[nH]c3=O)cc2)s1 | 1.2 | 1.3 | -3 | 1 | 0
21 | CCC/C(=N\O)c1c[nH]c2ccccc12 | 0.9 | 1.2 | -2 | 1.1 | -6
22 | Cc1c(C=O)c2ccccc2n1Cc1ccc(F)cc1 | 0.9 | 1.1 | -6 | 1.1 | -3
23 | O=c1c2ccccc2nc(-c2cccs2)n1-c1ccccc1 | 1 | 0.78 | -8 | 1 | -1
24 | CCc1ccc2c(CN3CC=C(c4ccccc4)CC3)cc(=O)oc2c1 | 0.9 | 1 | -5 | 1.1 | -3

entry | TNAP act hi DEA | FLuc inhib CS | APP 5'UTR act | PMI act | PMI act satM6P
13 | 1 | -1 | 12 | 1 | 1.1
14 | 1 | -3 | 3 | 1 | 1
15 | 1 | -5 | 20 | 1 | 1
16 | 1 | -4 | -16 | 1 | 1.1
17 | 1 | -5 | -11 | 1 | 1
18 | 1 | -2 | -1 | 0.8 | 0.9
19 | 1 | -1 | -4 | 1 | 0.9
20 | 1 | -2 | -11 | 1.6 | 1.4
21 | 1.1 | -8 | 17 | 1 | 0.9
22 | 1 | -6 | -8 | 0.9 | 1
23 | 1 | -5 | -3 | 1.1 | 1
24 | 1 | -6 | -8 | 1 | 0.8

Of the compounds above, two have fluorine.
entry | mol | bIAP act | NF-kB expr up | TNAP inh no acc | FLuc stim CS | TNAP inh hi DEA
17 | Fc1ccc2c(c1)nnn2C1CCN(Cc2nnnn2C2CCCCC2)CC1 | 1.1 | 0.84 | -12 | 1 | -4
22 | Cc1c(C=O)c2ccccc2n1Cc1ccc(F)cc1 | 0.9 | 1.1 | -6 | 1.1 | -3

entry | TNAP act hi DEA | FLuc inhib CS | APP 5'UTR act | PMI act | PMI act satM6P
17 | 1 | -5 | -11 | 1 | 1
22 | 1 | -6 | -8 | 0.9 | 1

Remaining list, next part
entry | mol | bIAP act | NF-kB expr up | TNAP inh no acc | FLuc stim CS | TNAP inh hi DEA
25 | CN1CCN(c2ccc(C=O)cc2)CC1 | 1 | 1.2 | -8 | 1.1 | -3
26 | O=C(Nc1cccc(OC(=O)N2CCCCC2)c1)N1CCCCC1 | 1.1 | 0.88 | -11 | 1 | -6
27 | COc1ccc(OCC#CCN2CCC(C)CC2)cc1 | 1.1 | 1.1 | -5 | 1 | 1
28 | CN(C)C=C1C(=O)N(C2CCCCC2)C(=O)N(C2CCCCC2)C1=O | 0.9 | 0.9 | -3 | 1 | -6
29 | CCOP(=O)(OCC)C(NC(=O)c1ccccc1C)C(Cl)(Cl)Cl (stereo not given) | 1 | 1.1 | -46 | 0.9 | 5
30 | CCn1c(=O)cc(OCC(=O)N2CCN(Cc3ccc4c(c3)OCO4)CC2)c2ccccc21 | 1 | 1.2 | -8 | 1 | -2
31 | Cc1cc(/C=C2\C(=O)NC(=O)N(c3ccc(F)cc3)C2=O)c(C)n1-c1ccc(C(=O)O)cc1 | 0.9 | 1 | 6 | 1 | 1
32 | COc1ccc2c(CCN)c[nH]c2c1 | 0.9 | 0.93 | -3 | 1.1 | -5
33 | O=c1[nH]c(=S)n(-c2ccccc2F)c(O)c1C=Nc1ccc(N2CCOCC2)cc1 | 0.9 | 1.4 | 11 | 1 | 2
34 | O=c1[nH]c(=O)n(-c2ccccc2)c(O)c1/C=C/C=Nc1ccccc1 | 0.8 | 1.4 | -5 | 1.1 | 7
35 | O/N=C1\CCC2CN(C3CCCCC3)CC2C1 (stereo not given) | 1 | 1.2 | -2 | 1.1 | -5
36 | N#Cc1c(/N=C/C2C(=O)NC(=S)NC2=O)sc2c1CCCC2 | 0.9 | 1.1 | -14 | 1 | 0

entry | TNAP act hi DEA | FLuc inhib CS | APP 5'UTR act | PMI act | PMI act satM6P
25 | 1 | -6 | -2 | 1 | 1.1
26 | 1.1 | -2 | -14 | 0.9 | 1
27 | 1 | -4 | 10 | 1 | 1
28 | 1.1 | -3 | -11 | 1 | 1
29 | 0.9 | 5 | 4 | 1.2 | 1.2
30 | 1 | -5 | 7 | 1 | 1
31 | 1 | -4 | 9 | 1 | 1
32 | 1.1 | -6 | -5 | 1 | 1
33 | 1 | -3 | -4 | 0.8 | 0.6
34 | 0.9 | -6 | 9 | 1.1 | 1.1
35 | 1.1 | -11 | 4 | 1 | 1
36 | 1 | -5 | -2 | 1.3 | 1

Fetched by structure from the list above:
entry | mol | bIAP act | NF-kB expr up | TNAP inh no acc | FLuc stim CS | TNAP inh hi DEA
33 | O=c1[nH]c(=S)n(-c2ccccc2F)c(O)c1C=Nc1ccc(N2CCOCC2)cc1 | 0.9 | 1.4 | 11 | 1 | 2
26 | O=C(Nc1cccc(OC(=O)N2CCCCC2)c1)N1CCCCC1 | 1.1 | 0.88 | -11 | 1 | -6

entry | TNAP act hi DEA | FLuc inhib CS | APP 5'UTR act | PMI act | PMI act satM6P
33 | 1 | -3 | -4 | 0.8 | 0.6
26 | 1.1 | -2 | -14 | 0.9 | 1

New compounds follow:
entry | mol | bIAP act | NF-kB expr up | TNAP inh no acc | FLuc stim CS | TNAP inh hi DEA
37 | c1ccc(CNC2=NCCS2)cc1 | 1 | 1.4 | -9 | 1 | -4
38 | CN1C(=O)C(Cc2cccc3ccccc23)C(=O)N(C)C1=O | 0.9 | 0.8 | -8 | 1 | 0
39 | CCCCN1C(=O)NC(=O)C2(Cc3ccccc3N3CCOCC32)C1=O (stereo not given) | 1.1 | 1.1 | 8 | 1 | 0
40 | O=C(O)c1cccc2c1NC(C(=O)O)C1CC(Sc3ccccc3[N+](=O)[O-])C(Cl)C21 (stereo not given) | 1 | 0.88 | 6 | 0.8 | 44
41 | CC(C)OC(=O)C1C2c3ccccc3C(c3ccccc32)C1C(=O)O (stereo not given) | 1 | 1.1 | -2 | 1 | 1
42 | CCCCCSc1cc(OC)c(CCN(C)C)cc1OC | 1 | 1.2 | 7 | 1 | -2
43 | O=C(CCCCCn1c(=S)[nH]c2ccccc2c1=O)N1CCC2(CC1)OCCO2 | 1 | 1 | -8 | 1 | 2
44 | O=[N+]([O-])/C=C1\NCCN1Cc1ccc(Cl)nc1 | 0.9&1 | 1.2&1.1 | 8&-6 | 1&1 | -3&-4
45 | N#CC(C#N)=Cc1cccnc1 | 1 | 1 | -9 | 1.1 | -6
46 | N#CC1(c2ccccc2)CCN(C2CC(=O)N(c3cccc(F)c3)C2=O)CC1 (stereo not given) | 1 | x | -14 | 1.1 | -9

entry | TNAP act hi DEA | FLuc inhib CS | APP 5'UTR act | PMI act | PMI act satM6P
37 | 1 | -1 | 15 | 0.9 | 1
38 | 1 | -3 | 20 | 0.9 | 1.1
39 | 1 | -3 | 8 | 1 | 1
40 | 0.6 | 21 | 14 | 1.2 | 1.3
41 | 1 | -4 | 9 | x | x
42 | 1 | -2 | -3 | 1.1 | 1.1
43 | 1 | 0 | 8 | 1 | 1
44 | 1&1 | -3&-4 | -8&17 | 0.9&1 | 0.9&1
45 | 1.1 | -10 | -3 | 1 | 0.9
46 | 1.1 | -8 | -3 | 1 | 1
